# Screening results (PubChem BioAssay)
# STEP block = STEP phosphatase inhibitors, primary screen, biochemical, fluorescence intensity, uHTS | recombinant STEP, OMFP fluorogenic substrate | inhibition, % at 20 µM | 360,000 tested, 0.25% active | Tyrosine-protein phosphatase non-receptor type 5 (Homo sapiens), P54829;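 active = inhibition at 20 µM, scaled per plate between control wells, above about 37%, limit read from the data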;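 also: 0% = DMSO with enzyme and substrate and 100% = substrate only without enzyme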
#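 Assay system: isolated STEP enzyme / Timing: 20 min at room temperature, dark / Doses: 20 µM, 1% DMSO / Technique: fluorescence intensity, excitation 480 nm, emission 540 nm / Reagent: fluorogenic phosphatase substrate OMFP at 25 µM final / Measure: percent inhibition scaled to no-enzyme and uninhibited-enzyme controls, plate-pattern corrected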
# Tb MetRS inh = T. brucei MetRS inhibitors, primary screen, biochemical, luminescence; methionyl-tRNA synthetase (Trypanosoma brucei brucei); purified T. brucei MetRS, ATP depletion, Kinase-Glo luminescence; inhibition, % at 11.9 µM; 360,000 tested, 0.4% active; AID 624268, 2012;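 active = inhibition above a per-plate cutoff of the control wells' mean inhibition plus 3 SD, cut at about 5.5% in these data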;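 also: 0% = DMSO wells median and 100% = median of wells with control inhibitor compound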
#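 Material: parasite MetRS enzyme / Replication: singlicate, one well per compound / Signal: luminescence of leftover ATP / Schedule: 2 h aminoacylation at 25 °C after 15 min preincubation / Medium: HEPES-MgCl2-KCl buffer plus DTT, spermine, BSA, pyrophosphatase / Doses: 11.9 µM single point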
# Scp1 inh = Scp-1 phosphatase inhibitors, primary screen, biochemical, colorimetric, uHTS | Carboxy-terminal domain RNA polymerase II polypeptide A small phosphatase 1 (Homo … | Recombinant Scp1, phosphopeptide, malachite green phosphate absorbance | inhibition, % at 20 µM | 340,000 tested, 0.88% active | AID 493091, 2011;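 active = inhibition above about 50% at 20 µM, limit read from the data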;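 also: plate controls were DMSO wells with enzyme for no effect and wells lacking enzyme for full effect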
#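 Material: truncated SCP-1 phosphatase (76-261aa) / Buffer or medium: 50 mM Tris acetate pH 5.5, 0.005% Tween-20, 10 mM MgCl2 / Compound dosing: one concentration, 20 µM, with 1.0% DMSO / Incubation: 45 min room-temperature reaction, 5 min colour, 30 min stabiliser / Detection: colorimetric free-phosphate detection, absorbance 630 nm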
# Rpn11 block = Rpn11 (PSMD14) deubiquitinase inhibitors, primary screen, biochemical, fluorescence polarization, uHTS; human 26S proteasome, Ub4-pepOG fluorescence polarization; 20S core pre-blocked with epoxomicin; calls only at 20 µM; AID 588493, 2011; 360,000 tested, 0.59% active;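 active = inhibition at 20 µM, scaled to each plate's controls, above about 33%, limit read from the data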
# CSN inh = inhibitors of CSN-mediated cullin deneddylation, primary screen, biochemical, fluorescence polarization, uHTS; Purified CSN, SCF-Nedd8-OG deneddylation; inhibition, % at 12.5 µM; 360,000 tested, 0.38% active; AID 651999, 2013;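 active = pattern-corrected inhibition above about 35%, with an unprinted fluorescence ratio check between 0.5 and 1.5, limit read from the data, passing the limit was not always enough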;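 also: 0% = enzyme with substrate and 100% = substrate without enzyme; some results filed as inactive read as strong as hits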
# Target sequence (Q92905 whole entry, looked up, one chain of several): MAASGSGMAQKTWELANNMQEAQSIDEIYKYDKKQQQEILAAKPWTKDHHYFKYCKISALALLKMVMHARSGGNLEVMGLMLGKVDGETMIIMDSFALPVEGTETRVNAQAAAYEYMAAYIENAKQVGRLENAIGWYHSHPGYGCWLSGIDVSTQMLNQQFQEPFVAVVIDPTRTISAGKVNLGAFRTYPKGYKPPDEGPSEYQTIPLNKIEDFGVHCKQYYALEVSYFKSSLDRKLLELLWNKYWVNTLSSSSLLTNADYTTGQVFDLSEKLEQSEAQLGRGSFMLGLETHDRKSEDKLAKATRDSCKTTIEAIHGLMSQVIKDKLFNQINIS
#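 Detection – fluorescence polarization · System – HEK293T-derived human Csn5 enzyme · Controls – substrate-only high control, full reaction low control · Timing – 90 min, room temperature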
# NadD block = inhibitors of S. aureus NadD, primary screen, biochemical, colorimetric, uHTS; purified NadD enzyme, colorimetric absorbance read-out; inhibition, % at 20 µM; 360,000 tested, 0.78% active; Nicotinate-nucleotide adenylyltransferase NadD (Staphylococcus aureus N315); in the data active = inhibition above about 26%; also: some compounds past the cut are filed as inactive
# PABP1 MLLE inh = inhibitors of PABP1 MLLE–PAM2 peptide binding, primary screen, biochemical, fluorescence polarization, FITC-PAM2, GST-MLLE | AID 588489, 2011 | 360,000 tested, 0.36% active | Polyadenylate-binding protein 1 (Homo sapiens), P11940 | inhibition, % at 20 µM; in the data active = inhibition above about 35%, passing the limit was not always enough;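 also: plate controls were DMSO wells with GST-MLLE for no effect and wells lacking GST-MLLE protein for full effect; some results filed as inactive read as strong as hits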
# Target sequence (P11940 whole entry, looked up): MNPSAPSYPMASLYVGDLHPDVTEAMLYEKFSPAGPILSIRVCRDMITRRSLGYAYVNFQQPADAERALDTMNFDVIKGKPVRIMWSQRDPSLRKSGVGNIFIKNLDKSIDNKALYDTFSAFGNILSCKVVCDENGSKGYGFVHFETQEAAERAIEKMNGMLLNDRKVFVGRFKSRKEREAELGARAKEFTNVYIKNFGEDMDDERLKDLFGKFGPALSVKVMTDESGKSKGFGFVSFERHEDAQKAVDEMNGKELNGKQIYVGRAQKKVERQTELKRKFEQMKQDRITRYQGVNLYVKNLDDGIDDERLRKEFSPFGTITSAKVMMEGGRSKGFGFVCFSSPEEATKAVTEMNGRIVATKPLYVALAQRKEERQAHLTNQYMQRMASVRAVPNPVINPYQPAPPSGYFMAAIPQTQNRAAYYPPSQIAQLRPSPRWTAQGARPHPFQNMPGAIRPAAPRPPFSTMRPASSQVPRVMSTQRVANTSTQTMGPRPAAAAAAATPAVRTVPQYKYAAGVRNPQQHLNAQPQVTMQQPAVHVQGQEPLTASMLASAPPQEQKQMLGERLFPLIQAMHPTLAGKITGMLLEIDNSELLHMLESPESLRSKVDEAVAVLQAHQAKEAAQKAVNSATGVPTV
# DNMT1 inh = human DNMT1 methyltransferase inhibitors, primary screen, biochemical, molecular beacon, fluorescence, HinP1I cleavage, uHTS | DNA (cytosine-5)-methyltransferase 1 (Homo sapiens), P26358 | inhibition (reported as % activation of signal), % at 10 µM | 360,000 tested, 0.83% active | AID 588458, 2011; in the data active = inhibition above about 50%
# SUMO1-SIM PPI = modulators of SUMO1 protein-protein interactions, primary screen, biochemical, uHTS; Small ubiquitin-related modifier 1 (Homo sapiens), P63165; SUMO1 binding to a labelled peptide, TR-FRET, 1 h; inhibition, % at 20 µM; 360,000 tested, 0.33% active; AID 602429, 2012; in the data active = inhibition above about 37%
# Target sequence (P63165 whole entry, looked up): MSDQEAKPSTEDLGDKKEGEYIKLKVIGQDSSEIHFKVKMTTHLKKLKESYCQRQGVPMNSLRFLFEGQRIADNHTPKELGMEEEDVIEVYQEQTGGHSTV
# LMPTP block = LMPTP phosphatase inhibitors, primary screen, biochemical, fluorescence intensity, uHTS. recombinant LMPTP-A, OMFP fluorogenic substrate. Low molecular weight phosphotyrosine protein phosphatase (Homo sapiens), P24666. inhibition, % at 20 µM. 360,000 tested, 0.22% active;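 active = compounds that cut the enzyme signal by at least half of the control window in the single-dose screen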;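 also: plate controls were DMSO wells with enzyme plus substrate for no effect and substrate without enzyme for full effect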
#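 Assay system: LMPTP-A enzyme. Input: 0.625 nM LMPTP-A final. Probe or stimulus: 400 µM OMFP. Compound dosing: single 20 µM dose. Schedule: 50 min dark incubation at room temperature. Detection: fluorescence intensity of OMFP turnover product. Read-out: percent inhibition versus substrate-only and uninhibited controls. Benchmarks: no-enzyme low control, uninhibited high control.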
# The depositor's hits bear a star; i = inactive; & = joins results of further samples.
SMILES,STEP block,Tb MetRS inh,Scp1 inh,Rpn11 block,CSN inh,NadD block,PABP1 MLLE inh,DNMT1 inh,SUMO1-SIM PPI,LMPTP block
CC(O)[C@@H](C(=O)N1CCNCC1)n1cc(CCCCN)nn1 (stereo partly drawn),2,-0.5,-9,i,-4,-2,-2,5,-17,-11
CCNC(=O)NC(=O)C(C)OC(=O)CCCSc1nc2ccccc2s1 (stereo not drawn),-1,-0.2,-5,i,-14,1,-4,-2,-2,-1.2
CCCc1[nH]n(-c2ccc(F)cc2)c(=O)c1C=Nc1cccc(F)c1,-5,-0.2,-5,i,-13,4,1,0,2,-1.9
COc1cccc(-c2cc3c(-n4cccc4)ncnc3o2)c1,5,-0.4,-14,i,0,-7,-19,-8,-10,5.0
Cc1ccc(S(=O)(=O)n2ccc3c2CCCC3=O)cc1,2,-0.5,-12,i,-2,-4,-5,-1,1,-0.5
O=[N+]([O-])c1cc(-c2nnc(Nc3ccccc3)c3ccccc23)ccc1N1CCOCC1,-1,-1.3,-1,i,3,13,5,-8,-19,2.4
Cc1cccc(Cn2cnc3c(N)c(C)c(C)cc32)c1,-1,-0.5,-2,i,-11,1,-5,0,2,0.4
Cc1ccccc1NC(=O)Cc1nc(COC(=O)COc2cccc(C)c2C)cs1,0,-0.3,-7,i,-1,-11,1,-8,5,1.1
CCN(CC)S(=O)(=O)c1ccc2c(c1)nc(CCC(=O)Nc1ccc(N3CCOCC3)cc1)n2C,3,-1.1,-7,i,-2,7,4,-13,1,1.2
COC(=O)c1cc(CNC(=O)c2ccc(N3CCCC3)c([N+](=O)[O-])c2)ccc1OC,1,0.3,-13,i,-2,8,4,-4,-99,-7.4
Cc1cc(OCc2cc3c(cc2Cl)OCO3)c2c(C)cc(=O)oc2c1,0,0.9,-8,i,3,-2,-9,19,-4,2.4
CCOc1cc2c(cc1C=O)OC(C)C2 (stereo not drawn),-2,-0.7,-5,i,3,7,1,1,-6,0.9
O=C(OCc1c(-c2ccccc2)ncc2ccccc12)N1CCOCC1,-2,-0.2,-6,i,-2,-3,8,5,-5,1.7
O=C(C[C@H]1C/C=C\C[C@H](NC(=O)OCC2c3ccccc3-c3ccccc32)C(=O)OC[C@H](Cc2ccccc2)NC1=O)N[C@H](CO)Cc1ccccc1,-4,-0.3,-4,i,5,14,-11,51*,1,-0.5
CCC(C)(C)NC(=O)Cn1c(-c2ccc(C)cc2)noc1=O,0,-0.5,1,i,-3,-1,6,2,-3,1.2

# Given tab-delimited: 2 of the compounds above
structure	STEP block	Tb MetRS inh	Scp1 inh	Rpn11 block	CSN inh	NadD block	PABP1 MLLE inh	DNMT1 inh	SUMO1-SIM PPI	LMPTP block
Cc1cc(OCc2cc3c(cc2Cl)OCO3)c2c(C)cc(=O)oc2c1	0	0.9	-8	i	3	-2	-9	19	-4	2.4
CCOc1cc2c(cc1C=O)OC(C)C2 (stereo not drawn)	-2	-0.7	-5	i	3	7	1	1	-6	0.9

# Later entries:
SMILES,STEP block,Tb MetRS inh,Scp1 inh,Rpn11 block,CSN inh,NadD block,PABP1 MLLE inh,DNMT1 inh,SUMO1-SIM PPI,LMPTP block
COc1ccc(-c2cc(C(=O)Nc3ccccc3SC)no2)cc1,-2,0.3,-8,i,-3,5,-11,12,3,-2.1
CSc1ncccc1C(=O)OCC(=O)NC(=O)NCCC(C)C,-5,-0.9,-3,i,-2,6,-12,5,-4,1.0
Cc1cccc(Cn2c(C(=O)OC(C)C)cc3c2ccn3C)c1,2,-0.1,-8,i,-3,-3,-11,-8,3,4.5
COCCNC(=S)N1CCN(C/C=C/c2ccccc2)CC1,-1,0.1,-14,i,-4,-6,-98,0,16,-1.1
Cc1sc2ncnc(SCC(=O)NC(C)(C)C)c2c1C,8,-0.1,2,i,-4,1,10,-2,1,1.5
c1ccc(CCn2nnnc2C(c2cccnc2)N2CCOCC2)cc1 (stereo not drawn),-1,0.2,-9,i,-5,-4,5,0,-4,-1.4
CCCN(CCC)C(=O)COc1cc(=O)n(CC)c2ccccc12,2,-0.3,-7,i,-4,-3,14,-1,4,-0.9
O=C1CSc2ccccc2N1Cc1ccc(F)cc1,3,-0.4,-13,i,6,-5,3,0,2,0.5
COc1ccc(-c2nnc(SCc3nnc(-c4ccccc4)o3)n2C)cc1OC,3,0.1,-5,i,-3,-2,-3,0,3,-1.0
CCNC(=O)C1CC(=O)N(Cc2ccc(F)cc2)C(=Nc2ccc(OC)cc2)S1 (stereo not drawn),-3,0.5,-13,i,19,-3,0,-2,4,0.5
COC(C[C@@H](O)CC(=O)[C@@H](C)OCc1ccccc1)OC,-4,-0.1,0,i,0,-2,-1,1,-2,-3.0
O=C(CCCC(=O)c1ccccc1)NCc1ccccc1,-2,0.9,-4,i,-4,-4,-3,0,-2,-1.5
Cc1ccccc1C(=O)Nc1ccnn1C1CCN(Cc2cccnc2)CC1,0,0.2,1,i,0,1,2,-2,19,-0.8
O=C(c1ccccc1F)N(Cc1ccccc1)C1CCS(=O)(=O)C1 (stereo not drawn),0,-0.8,8,i,-3,-2,-2,3,-2,-2.1
COC(=O)CSc1nnc(CNC(=O)c2ccc(OC)c(OC)c2)n1C,1,1.4,-11,i,-6,-3,10,1,1,-1.7

# Just STEP block and PABP1 MLLE inh, for 4 of the compounds above:
molecule,STEP block,PABP1 MLLE inh
Cc1cccc(Cn2c(C(=O)OC(C)C)cc3c2ccn3C)c1,2,-11
COCCNC(=S)N1CCN(C/C=C/c2ccccc2)CC1,-1,-98
Cc1sc2ncnc(SCC(=O)NC(C)(C)C)c2c1C,8,10
c1ccc(CCn2nnnc2C(c2cccnc2)N2CCOCC2)cc1 (stereo not drawn),-1,5

# Taken from above.
# Reading of O=C(c1ccccc1F)N(Cc1ccccc1)C1CCS(=O)(=O)C1 (stereo not drawn) in LMPTP block: -2.1
# Reading of Cc1cc(OCc2cc3c(cc2Cl)OCO3)c2c(C)cc(=O)oc2c1 in NadD block: -2
# Reading of COCCNC(=S)N1CCN(C/C=C/c2ccccc2)CC1 in Scp1 inh: -14
# Reading of CSc1ncccc1C(=O)OCC(=O)NC(=O)NCCC(C)C in NadD block: 6

# New compounds follow
SMILES,STEP block,Tb MetRS inh,Scp1 inh,Rpn11 block,CSN inh,NadD block,PABP1 MLLE inh,DNMT1 inh,SUMO1-SIM PPI,LMPTP block
C[C@]12C=CC(=O)C=C1CC[C@@H]1[C@@H]2C(=O)C[C@@]2(C)[C@H]1CC[C@]2(O)C(=O)CO,1&-4,0.2&-0.8,0&-9,i,-4&-1,2&-1,-2&0,-2&3,8&3,0.5&-2.4
Cc1cc(=O)oc(C)c1C(=O)NCc1ccc(F)cc1,1,0.0,-9,i,3,-4,-3,5,-3,-1.9
COc1cc(-c2nc3ccccn3c2/N=C/c2cccc(F)c2)ccc1O,-2,-0.4,-5,i,-5,-3,5,-6,-11,-0.8
Cn1c(Cc2cccs2)nnc1SCC(=O)Nc1ccc(C(N)=O)cc1,-1,0.0,-4,i,-5,-5,-20,2,0,-0.8
CSc1cc(-c2ccc(Cl)cc2)c(C(=O)NC(C)C)s1,1,-1.2,-14,i,5,2,-7,-2,-7,0.1
COC(=O)CC1(C(=O)OC)Oc2ccc(Br)cc2C(=O)N1c1cc(Cl)cc(Cl)c1 (stereo not drawn),-1,-1.0,-14,i,-1,-5,-9,1,2,0.4
NC(=O)c1cccnc1OCC(F)(F)F,-4,-1.1,-4,i,5,4,22,10,2,-0.5
CC1=CN(S(=O)(=O)c2ccc(C)cc2)C[C@@H]2[C@H]3CC[C@H](C3)[C@H]12,-1,-0.8,1,i,1,-1,3,3,2,0.8
CCOc1ccc(-c2c(C(=O)N/N=C/c3ccc(C)s3)nnn2-c2nonc2N)cc1,1,-0.4,4,i,-1,29,3,-8,-10,1.9
Cn1nc(C(F)(F)F)cc1C(=O)NC1CCCCCC1,-3,-0.3,-5,i,-3,1,16,2,3,-0.6
CC(=O)c1cc2c(cc1NC(=O)c1ccc(Cl)cc1)OCCO2,0,-0.6,0,i,-2,15,8,2,2,-2.6
Cc1ccc(NC(=O)c2ccc(S(=O)(=O)N3CCOCC3)cc2)c(C)c1,0,-0.6,-5,i,2,-3,-2,0,3,-0.6
NS(=O)(=O)c1ccc(NC(=O)COC(=O)c2cnc(Cl)c(Cl)c2)cc1,0,0.0,1,i,-2,-5,-16,0,-2,-1.0
Cc1nn(Cc2ccccc2)c2c1C(c1cccc(Cl)c1)C(C#N)=C(N)O2 (stereo not drawn),2,0.2,-9,i,-2,4,1,-6,2,0.2
Cc1ccc([N+](=O)[O-])cc1-c1ccc(/C=N\n2nnnc2N)o1,0,-0.5,4,i,0,6,3,6,-7,13
O=[N+]([O-])c1ccc2nc(NS(=O)(=O)c3ccc(F)cc3)sc2c1,1,-1.5,1,i,3,-3,1,-4,-15,-0.1

# Full records, quoted from the list:
# C[C@]12C=CC(=O)C=C1CC[C@@H]1[C@@H]2C(=O)C[C@@]2(C)[C@H]1CC[C@]2(O)C(=O)CO reads STEP block: 1&-4; Tb MetRS inh: 0.2&-0.8; Scp1 inh: 0&-9; Rpn11 block: i; CSN inh: -4&-1; NadD block: 2&-1; PABP1 MLLE inh: -2&0; DNMT1 inh: -2&3; SUMO1-SIM PPI: 8&3; LMPTP block: 0.5&-2.4
# O=[N+]([O-])c1ccc2nc(NS(=O)(=O)c3ccc(F)cc3)sc2c1 reads STEP block: 1; Tb MetRS inh: -1.5; Scp1 inh: 1; Rpn11 block: i; CSN inh: 3; NadD block: -3; PABP1 MLLE inh: 1; DNMT1 inh: -4; SUMO1-SIM PPI: -15; LMPTP block: -0.1

# Rows are unselected; about 3.6% have a hit in one of these screens.
